# Bioassay records (PubChem)
# Cneo AK release: causes C. neoformans cell lysis. adenylate kinase release luminescence, 4 h; normalised: neutral wells 0, clomiphene wells 100. AID 651654. actives 0.2% (n = 360,000). lysis activity, % at 15 µM;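 active = mean lysis activity across replicates of at least 80%, whatever share of replicates individually reach that level; inactive = mean lysis activity below 80%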
#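 Assay system: log-phase C. neoformans yeast / Quantity: yeast cell density of 5 × 10^6 cells/mL / Medium: fresh YPD growth medium / Compound: single dose / Timing: static 4 h at 37 °C with compound, 1 h detection / Measured by: adenylate kinase release luminescence / Read-out: lysis from increased AK signal / Benchmarks: Clomiphene as positive lysis control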
# PGC1a acetyl inh: PGC1a acetylation modulation, inhibitor mode; AID 651687; actives 0.17% (n = 350,000); U2OS PGC1a acetylation, AlphaScreen anti-acetyl-lysine; with virally co-expressed GCN5 acetyltransferase; inhibition, % at 15.6 µM;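 active = every replicate shows inhibition of at least 40%; inconclusive = mean inhibition at least 40% but some replicate below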;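 note: 0% = neutral control wells and 100% = positive control wells; some results beyond the cut were filed as inactive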
# S100A4 MyoIIA: inhibitors of human S100A4 binding to myosin IIA peptide. P26447. S100A4/TAMRA-MyoIIA peptide fluorescence polarization. inhibition, % at 10.7 µM. actives 0.14% (n = 360,000). AID 652163;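 active = mean inhibition of at least 70% across replicates, with every replicate also reaching that level; inconclusive = mean inhibition reaches 70% but some replicates fall short; inactive = mean inhibition below 70%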
# Target sequence (P26447 whole entry, looked up): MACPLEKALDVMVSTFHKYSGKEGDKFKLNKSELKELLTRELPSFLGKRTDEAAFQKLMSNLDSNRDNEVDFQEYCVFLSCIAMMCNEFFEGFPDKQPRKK
#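 Material: S100A4 monomer protein / Buffer or medium: 50 mM HEPES pH 7.2, 10 mM CaCl2, 100 mM KCl / Times: 5 min incubation before reading / Benchmarks: neutral control DMSO, positive control TFP / Reagent: labelled myosin peptide probe, 5 nM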
# LGR2 antag: Drosophila LGR2 receptor signaling inhibition; HEK293 LGR2, CRE-luciferase, bursicon-stimulated, 4 h; inhibition, % at 9.99 µM; actives 0.35% (n = 380,000);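 active = drop in luminescence signal, shown as inhibition above about 50% in the replicate tests, limit read from the data, passing the limit was not always enough; inconclusive = probably only some replicates passing the limit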;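 note: agonist challenge used bursicon conditioned medium at about half maximal strength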
# ERAP1 HTS inh: inhibitors of human ERAP1 aminopeptidase; actives 0.15% (n = 340,000); inhibition, % at 10.7 µM; recombinant ERAP1, Leu-AMC fluorescence, 60 min;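 active = mean replicate inhibition of at least 30%, or all replicates individually reaching that 30% level; inactive = mean below 30% and not every replicate reaching it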;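 note: 0% = neutral control wells and 100% = L-leucinethiol positive control wells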
# Xi reactivation: reactivates the inactive X chromosome in mouse fibroblasts; actives 0.055% (n = 360,000); AID 743238; XiGFP mouse fibroblasts, % GFP-positive cells imaging, 3 d; cells co-treated with 5-aza-dC sensitizer; scaled so ellipticine positive control = 100%; activation, % at 7.58 µM;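 active = mean normalized replicate activation at least 10% and every replicate at or above 10%; inconclusive = only one of the two criteria met; inactive = mean below 10% and not all replicates reach 10%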;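 note: 0% = median of on-plate neutral control wells and 100% = ellipticine 6 µM median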
#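 Assay system – SV40-immortalized XiGFP fibroblast cells, line 68-5-11 · Buffer or medium – DMEM supplemented with 5-aza-dC as sensitizing agent · Dosing – one concentration, pinned · Benchmarks – positive control ellipticine, 6 µM final · Times – 3 days compound exposure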
# SIRT5 inh: blocks human SIRT5 desuccinylation of peptide | Q9NXA8 | Purified SirT5, succinyl-peptide AMC, trypsin-coupled fluorescence | inhibition, % at 15 µM | actives 1.1% (n = 330,000) | AID 652115; in the data active = inhibition above about 15%; inconclusive = no clear call, values can overlap the other calls
# Target sequence (Q9NXA8 whole entry, looked up): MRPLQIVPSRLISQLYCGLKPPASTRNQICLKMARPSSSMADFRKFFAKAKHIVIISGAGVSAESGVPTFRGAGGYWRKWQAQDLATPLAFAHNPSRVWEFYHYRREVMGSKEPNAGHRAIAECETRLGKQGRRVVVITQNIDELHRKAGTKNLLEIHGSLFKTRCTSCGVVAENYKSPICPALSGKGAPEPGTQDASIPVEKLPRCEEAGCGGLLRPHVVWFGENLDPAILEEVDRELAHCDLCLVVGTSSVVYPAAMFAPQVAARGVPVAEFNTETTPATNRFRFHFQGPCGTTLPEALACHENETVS
# Statin myotox sup: suppression of simvastatin myotoxicity | C2C12 myotubes + simvastatin, ATP luminescence, 48 h; scaled: DMSO 0, geranylgeraniol control 100 | rescue of ATP level, % at 7.49 µM | actives 0.78% (n = 330,000) | AID 602340;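 active = mean ATP rescue above about 67%, or every replicate alone reaching that limit, limit read from the data, passing the limit was not always enough; inconclusive = no clear call, values can overlap the other calls; inactive = mean under the limit and some replicate under it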;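 note: myotubes were challenged with 10 µM simvastatin during compound exposure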
# Active calls of the source: *; ? = inconclusive; · = not tested or not shown; & = joins results of further samples. This is a subset; rates above refer to the full screens.
no.	molecule	Cneo AK release	PGC1a acetyl inh	S100A4 MyoIIA	LGR2 antag	ERAP1 HTS inh	Xi reactivation	SIRT5 inh	Statin myotox sup
1	CO[C@@H]1CN(C)C(=O)c2ccc(NC(=O)Nc3cc(Cl)cc(Cl)c3)cc2OC[C@H](C)NC[C@@H]1C	-6	-14	-4	13	-4	0.2&0.0	1	-68
2	Nc1ccc(S(=O)(=O)Nc2cnc3ccccc3n2)cc1	-2	-4	-3&-2	-9&4	-1&1	0.0&0.0	-4&2	2
3	Cc1cccc(N2CCN(S(=O)(=O)c3c(C)[nH]c(C)c3C(=O)N3CCCCC3)CC2)c1C	1	3	5	-11	2	0.0	-9	3
4	CC(=O)c1cccc(NC(=O)CSc2ccc(-c3ccco3)nn2)c1	-2	-2	-6	-12	-1	0.1	1	3
5	Cc1cc(Cl)cc2sc(=S)[nH]c12	9	24	55	1	3	0.0	-1	-1
6	CC(C)NC(=S)N/N=C/c1ccccc1[N+](=O)[O-]	·	10	5	9	7	0.1	-6	·
7	Cc1ccc(C)c(S(=O)(=O)N2CCN(C(=O)CN3C(=O)C4CC=CCC4C3=O)CC2)c1 (stereo not drawn)	0	-1	-4	-2	4	0.0	-3	-5
8	Cc1ccc(S(=O)(=O)NC(=O)N2CCN(Cc3c(F)cccc3Cl)CC2)cc1	·	·	5	4	3	-0.1	-1	·
9	C[C@@H]1CN([C@@H](C)CO)C(=O)c2cc(NS(=O)(=O)c3ccc(Cl)cc3)ccc2O[C@@H](C)CCCCO[C@@H]1CN(C)S(=O)(=O)c1ccccc1	-2	-3	-14	-1	-2	-0.1	13	·
10	C[C@H](CO)N1C[C@H](C)[C@H](CN(C)C(=O)CCC(F)(F)F)OCc2cn(nn2)CCCC1=O	-14	-5	17	-1	-3	-0.1	-2	3
11	CC1(C(=O)Nc2cccc3c2CCCC3)CCN1C(=O)Cc1ccccc1Cl (stereo not drawn)	-13	-5	-1	4	0	0.0	1	11
12	Cc1ccc(C)c(S(=O)(=O)N2CCN(CC(=O)NC(=O)NCc3ccco3)CC2)c1	·	·	-2	33	3	0.0	-3	·
13	CCCN1C[C@H](C)[C@H](OC)CN(C)C(=O)c2ccc(NC(=O)Nc3cccc(F)c3)cc2OC[C@@H]1C	0	-5	-2	3	0	0.0	2	-32
14	COc1ccc(-c2nc3c4ccccc4ccn3c2Cc2cccc(F)c2)cc1OC	0	13	1	-78	·	-0.1	-1	?
15	COc1ccc(C(Nc2ccccn2)c2c(NC(=O)c3ccco3)sc(C)c2C)cc1 (stereo not drawn)	·	·	1	-68	0	0.2	-2	·
16	O=S(=O)(c1cccs1)N1CCCCN2[C@H](C1)[C@H](c1ccc(-c3ccccc3)cc1)[C@@H]2CO	2	-2	-7	21	-1	0.1	5	4
17	COc1ccc(CC(=O)Nc2cccc(-c3nnc(-c4ccccc4)o3)c2)cc1OC	5	-18	-3	103*	-2	·	·	-67
18	CCc1ccc(OCC(=O)O/N=C(\N)c2ccccn2)cc1	-9	2	-1	-36	2	-0.1	1	·
19	O=C(C/C=N\OCc1ccc([N+](=O)[O-])cc1)Nc1ccccc1	2	5	-1	-4	2	0.0	0	5
20	O=[N+]([O-])c1cnn(-c2nc(-c3ccccc3)cc(C(F)(F)F)n2)c1	-1	7	2	-12	1	0.0	-1	-1

# Overlap with the part before: 2 compounds, followed by the next part.
no.	molecule	Cneo AK release	PGC1a acetyl inh	S100A4 MyoIIA	LGR2 antag	ERAP1 HTS inh	Xi reactivation	SIRT5 inh	Statin myotox sup
19	O=C(C/C=N\OCc1ccc([N+](=O)[O-])cc1)Nc1ccccc1	2	5	-1	-4	2	0.0	0	5
20	O=[N+]([O-])c1cnn(-c2nc(-c3ccccc3)cc(C(F)(F)F)n2)c1	-1	7	2	-12	1	0.0	-1	-1
21	Cc1cc2nc(-c3cccnc3SCC(=O)NC(C)C)[nH]c2cc1C	-6	·	3	-78	-7	1.6	-5	·
22	COc1cccc(C#Cc2ccc3c(c2)[C@@H]2[C@@H](CCN2C(=O)c2ccc(F)cc2)[C@@H](CO)N3)c1	-4	16	·	6	·	0.1	·	15
23	N#C[C@H]1[C@H](c2ccccc2-c2ccccc2F)[C@H](CO)N1C(=O)c1ccccn1	·	2	-1	-16	·	0.0	-2	·
24	C=CCn1c(=O)c(C(=O)NCCc2ccccc2)c(O)c2ccccc21	-7	-11	·	-8	·	·	·	21
25	Cc1ccc(Nc2c(-c3ccccc3O)nc3cnccn23)cc1	·	-10	-10	16	4	0.0	-3	2
26	COC(=O)c1sc(S(=O)(=O)Nc2ccc(Br)cc2)c(C(=O)OC)c1C	-2	2	4	8	1	0.0	-10	6
27	CCOC(=O)c1cc(CNC(=O)c2c(C)oc3c2CCCC3)c(C)o1	4	·	-4	-26	0	·	-2	-3
28	C[C@@H]1CN([C@@H](C)CO)C(=O)Cc2cc(NC(=O)CCCN(C)C)ccc2O[C@@H]1CN(C)S(=O)(=O)c1ccc(F)cc1	0	-1	-2	-25	-4	0.1	0	2
29	Nc1ccc(C(=O)Nc2ccc(NC(=O)c3ccco3)c(O)c2)cc1	0	·	1	11	0	0.1	-1	-12
30	C/C(=N\OCC(=O)OCC(=O)Nc1cc(S(C)(=O)=O)ccc1Cl)c1ccc2c(c1)OCO2	1	2	12	-11	2	-0.1	3	-10
31	N#Cc1cccc(-c2ccc(C3[C@@H]4CN(C(=O)Cc5ccncc5)C[C@H]3N4)cc2)c1 (stereo partly drawn)	·	-8&-7	-7&-2	5&10	-1&-2	0.0&0.2	-4&-3	·
32	COc1ccc(NC(=O)Nc2cccc3c2O[C@H](CN(C)C(=O)Nc2ccc(OC)cc2)[C@@H](C)CN([C@@H](C)CO)C3=O)cc1	37	5	1	-1	-5	0.1	1	-14
33	CS(=O)(=O)N1CCC(Oc2ccccc2C(=O)N2CCCCC2CO)CC1 (stereo not drawn)	-2	·	-7	5	-1	0.0	-3	-1
34	C[C@@H]1CN([C@@H](C)CO)C(=O)c2cccc(NC(=O)c3nc4ccccc4s3)c2O[C@H]1CN(C)S(=O)(=O)c1ccccc1	3	-3	37	-8	0	6.6	2	13
35	CC1CN(C(=O)c2ccc(S(=O)(=O)Nc3ccccc3Cl)cc2)CC(C)O1 (stereo not drawn)	-6	·	0	7	1	0.0	8	-1
36	COc1cccc(CNC(=O)C(=O)NCCC2CCCCN2S(=O)(=O)c2ccccc2)c1 (stereo not drawn)	0	·	8	-3	1	0.1	-7	-7
37	CN(C(=O)c1cccc(COc2ccc(Cl)cc2Cl)c1)c1ccccc1	10	1	·	-72	·	0.0	·	1
38	COc1ccccc1-c1cc(NC(C)=O)c2ncc(-c3ccc(S(C)(=O)=O)cc3)n2c1	1	·	12	2	0	0.0	-17	1
39	CCOC(=O)c1c(C)[nH]c(C(=O)COC(=O)COc2ccc(OC)cc2)c1C	·	·	-4	·	-4	0.0	0	·
40	CCOc1ccc([C@@H]2CC=C(C(=O)O)[C@H](c3ccc(F)cc3)N2S(=O)(=O)c2ccc(C)cc2)cc1	6	·	-1	-2	6	0.0	-3	-3
41	CNC(=O)C[C@H]1CC[C@@H]2[C@H](COC[C@H](O)CN2Cc2ccc(Cl)c(Cl)c2)O1	-3	7	1	10	4	0.3	2	-7
42	CN(C)S(=O)(=O)c1ccc(Cl)c(NC(=O)COC(=O)CC(NC(N)=O)c2ccc(Cl)cc2)c1 (stereo not drawn)	-4	4	-2	29	-3	-0.2	-3	-2
43	O=C1CCCc2[nH]c3cccc(/C(=C/c4ccccc4)c4ccccc4)c3c21	1	-8	-20	-14	-1	0.1	0	8
44	CCN(CC)c1ccc(/C=N\NC(=O)c2cccc3cc[nH]c23)cc1	·	-2	-4	·	0	0.1	-4	-15
45	O=C(COC(=O)c1ccc(Br)cc1)NC(=O)NCc1ccccc1	-3	3	-1	8	4	0.2	-2	-19
46	CSCCC(NC(=O)/C(=C/c1ccco1)NC(=O)c1ccc(Br)o1)C(=O)O (stereo not drawn)	-6	-3	-6	-9	0	0.0	1	-13
47	CCCn1nnnc1NCc1ccc(OC)cc1OC	1	-10	-4	-3	·	0.4	-1	10
48	COc1ccc(N2CCN(C(=O)c3cccn4c(=O)c5ccccc5nc34)CC2)cc1	·	-26	3	14	5	0.3	-3	·
49	COc1cc(/C=C2/SC(=S)N(CC(=O)NNC(=O)c3ccc(F)cc3)C2=O)cc(OC)c1OC	1	10	-6	8	-2	0.1	-1	5
50	O=C(CNC(=O)c1ccco1)N/N=C/c1ccccc1[N+](=O)[O-]	·	·	6	-8	-4	0.5	0	·
51	O=C(Nc1cccc2ccccc12)c1ccc(F)cc1	-2	4	0	-19	3	0.0	-4	1
52	Cc1ccc(S(=O)(=O)Nc2ccc3c(c2)C(=O)N([C@H](C)CO)C[C@H](C)[C@H](CN(C)S(=O)(=O)c2c(C)noc2C)OCCCC[C@@H](C)O3)cc1	-1	15	6	-2	-3	0.0	3	·
53	COC(=O)[C@]12CCCCC=C1N(CCc1ccc(OC)c(OC)c1)C(=O)[C@H](CC(=O)NCc1cccs1)C2	·	·	10	-15	-2	-0.2	7	·
54	Cc1ccc(NC(=O)CSc2nc3[nH]ncc3c(=O)[nH]2)cc1	-3	·	-4	·	-3	-0.1	-1	4
55	CN(C(=O)c1cncc(Br)c1)c1c(N)n(Cc2ccccc2)c(=O)[nH]c1=O	2	4	17	-6	0	-0.4	-1	8
56	CCc1ccc(C2CC(c3cccc(Cl)c3)n3nc(N)nc3N2)cc1 (stereo not drawn)	-4	·	-4	3	-3	0.0	·	14
57	O=C(CNc1cccc2ccccc12)N/N=C/c1ccc[nH]1	·	-3	-3	19	·	0.2	-3	-7
58	O=C(NNC(=S)NC(=O)C12CC3CC(CC(C3)C1)C2)c1ccncc1	·	8	0	-9	4	·	-1	·
59	Oc1cc2ccccc2cc1-c1n[nH]c(=S)n1Cc1ccco1	·	·	-6	-4	0	0.0	-2	·
60	COc1ccc(OC)c(S(=O)(=O)NC2CCCCC2)c1	0	4	7	0	3	·	-2	13
61	Cc1ccc(N2CCN(S(=O)(=O)N(C)C)CC2)c(C)c1	-2	-2	-2	5	7	-0.1	13	-15
62	Nc1ncc(Br)cc1S(=O)(=O)NCCC(=O)Nc1cccc(Cl)c1	·	·	-3	-1	-1	·	3	-7
63	C[C@@H]1CN([C@H](C)CO)C(=O)c2cccc(NS(=O)(=O)c3ccccc3)c2O[C@H]1CN(C)C(=O)Nc1ccc(F)cc1	-2	1	-14	-13	0	0.1	-1	54
64	CCCCc1nnn2c1C1c3cc(Br)ccc3CCN1C(=O)C2 (stereo not drawn)	·	·	0	10	6	0.6	2	·
65	CCCC(=O)Nc1ccc2c(c1)C(=O)N(C)[C@H]1CC[C@@H](CC(=O)NCc3ccccc3Cl)O[C@@H]1CO2	2	1	4	-20	1	0.1	3	3
66	COC(=O)c1nn(-c2cccc(C(F)(F)F)c2)ccc1=O	-1	3	-3	-4	-3	-0.1	-1	-15
